Assay outcomes as filed in PubChem BioAssay.
KLK7 zymogen act – proKLK7 (human) activation, primary screen; activation, % at 7 µM; purified proKLK7, EDANS-DABCYL substrate fluorescence; 100% is mature enzyme control, 0% vehicle; 370,000 tested, 0.9% active; P49862; AID 652039;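 active means activation above the mean of all tested compounds plus 3 SD, computed per campaign excluding outliers beyond control limits, cut at about 13% in these data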
ADAM10 inh – inhibitors of human ADAM10 | O14672 | recombinant ADAM10, EDANS/DABCYL FRET peptide cleavage, 3 h | inhibition, % at 7 µM | 370,000 tested, 0.62% active | AID 720582;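 active means inhibition above a per-campaign cutoff equal to the mean of compounds falling between control-based bounds plus 3 SD, cut at about 20% in these data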;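 further: 0% = DMSO wells while the 100% control is not disclosed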
GAA850 FXN act – increases GAA850 frataxin promoter reporter activity; HEK293 lucGAA850 FXN promoter luciferase reporter, 24 h; percent of 10 µM SAHA response; activation, % at 6 µM; 360,000 tested, 0.56% active; AID 540364;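 active means activation above the average of all compounds screened plus 3 SD, cutoff fixed separately per campaign, cut at about 7.5% in these data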;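 further: 0% = DMSO wells and 100% = 10 µM SAHA wells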
ASAP1 GAP inh – blocks human ASAP1-stimulated Arf1 GTP hydrolysis. Q9ULH1. GDP FP detection. inhibition, % at 16.5 µM. 360,000 tested, 0.19% active. AID 624377; in the data active means inhibition above about 25%;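 further: 0% = vehicle with enzyme and substrate and 100% = no enzyme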
HGIII-sPLA2 inh – Inhibits HGIII-sPLA2 liposome hydrolysis, primary screen. Q9NZ20. QFRET BODIPY PC-A2 liposome hydrolysis, fluorescence. inhibition, % at 12.2 µM. 370,000 tested, 0.56% active. AID 743126;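 active means inhibition above mean plus 3 SD of compounds lying within the high and low control bounds, cut at about 19% in these data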;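 further: 0% = median of test compound wells and 100% = no enzyme DMSO wells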
GC-B act – GC-B (human) receptor activation. P20594. HEK293-GC-B cells, CNP EC30, cGMP TR-FRET; 0% at EC30 CNP, 100% saturating CNP. activation, % at 10 µM. 370,000 tested, 0.11% active. AID 1920062;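 active means activation at 10 µM reaching about 35% in either raw or pattern-adjusted values, limit read from the data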
Target sequence (P20594 whole entry, looked up): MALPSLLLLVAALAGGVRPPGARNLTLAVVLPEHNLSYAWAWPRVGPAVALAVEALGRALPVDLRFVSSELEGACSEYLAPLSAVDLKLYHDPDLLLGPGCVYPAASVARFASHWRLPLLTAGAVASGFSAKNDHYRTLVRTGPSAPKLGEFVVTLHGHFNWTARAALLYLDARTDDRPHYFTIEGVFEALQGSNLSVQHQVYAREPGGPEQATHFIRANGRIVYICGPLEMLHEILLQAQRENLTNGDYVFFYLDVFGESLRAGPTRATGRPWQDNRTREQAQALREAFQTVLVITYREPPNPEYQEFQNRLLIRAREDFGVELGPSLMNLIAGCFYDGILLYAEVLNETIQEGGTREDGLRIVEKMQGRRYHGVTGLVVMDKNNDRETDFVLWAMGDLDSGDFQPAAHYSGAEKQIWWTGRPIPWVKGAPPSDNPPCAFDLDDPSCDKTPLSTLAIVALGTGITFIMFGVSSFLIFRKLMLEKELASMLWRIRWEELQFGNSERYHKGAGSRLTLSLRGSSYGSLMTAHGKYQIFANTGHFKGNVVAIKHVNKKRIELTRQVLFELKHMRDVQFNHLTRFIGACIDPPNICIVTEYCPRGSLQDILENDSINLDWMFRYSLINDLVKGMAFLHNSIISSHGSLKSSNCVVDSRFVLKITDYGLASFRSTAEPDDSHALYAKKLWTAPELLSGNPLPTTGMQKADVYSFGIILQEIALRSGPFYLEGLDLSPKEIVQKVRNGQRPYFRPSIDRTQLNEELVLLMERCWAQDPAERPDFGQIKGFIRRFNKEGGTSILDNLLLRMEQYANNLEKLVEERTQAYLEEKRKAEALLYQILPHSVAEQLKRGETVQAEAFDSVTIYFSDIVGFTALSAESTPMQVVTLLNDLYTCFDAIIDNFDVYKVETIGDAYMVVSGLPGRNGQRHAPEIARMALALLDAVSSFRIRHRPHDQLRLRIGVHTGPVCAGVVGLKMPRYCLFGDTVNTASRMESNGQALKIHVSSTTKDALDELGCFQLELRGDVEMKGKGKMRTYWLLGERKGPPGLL
GC-A act – GC-A (human) enzyme activation; P16066; HEK293 GC-A cells, cGMP TR-FRET, EC30 ANP; 0% at EC30 ANP, 100% saturating ANP; activation, % at 10 µM; 370,000 tested, 0.14% active; AID 1671463; in the data active means activation above about 40%
ARFGAP1 inh – rat ARFGAP1 inhibition | inhibition, % at 16.5 µM | 360,000 tested, 0.26% active | Q62848 | Arfgap1-stimulated ARF1 GTP hydrolysis, GDP FP detection;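 active means inhibition above a per-plate limit, mean inhibition of low control wells plus 3 SD, cut at about 25% in these data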;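 further: 0% = DMSO wells with enzyme and 100% = wells lacking Arfgap1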
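Assay system: Rat Arfgap1 GAP domain (His6, aa 1-136), purified enzyme | Buffer or medium: HEPES 25 mM pH 7.5, NaCl 150 mM, MgCl2, DTT | Schedule: GTP hydrolysis reaction 2 h at 25 °C | Signal: FP of antibody-bound GDP Alexa 633 tracer, ex 620/em 688 nm | Measure: Percent inhibition of Arfgap1-stimulated GTP hydrolysis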
DDE Tn6 FP inh – DD(E)-Tn6 binding inhibition, primary FP screen. 370,000 tested, 0.21% active. Fibrin DD(E) TRITC-Tn6 fluorescence polarization displacement. inhibition, % at 8.3 µM. AID 720509;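 active means inhibition above a per-campaign cutoff: mean of compounds within control limits plus 3 SD, cut at about 15% in these data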;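 further: 0% = median of all compound wells on the plate and 100% = blocking peptide control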
rCAG binder – molecules binding r(CAG) RNA repeats; inhibition, % at 3 µM; 370,000 tested, 1.3% active; r(CAG) RNA repeat, TO-PRO-1 dye displacement fluorescence;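 active means inhibition above the plate cutoff, the mean of all test compounds on that plate plus 3 SD, cut at about 35% in these data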;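 further: 0% = DMSO alone and 100% = 100 µM mitoxantrone as full dye displacement; higher means more dye released from RNA so lower well fluorescence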
* marks the source's active call; other numbers are inactive results; i = inactive; . = no result given; & = joins results of further samples.

SMILES	KLK7 zymogen act	ADAM10 inh	GAA850 FXN act	ASAP1 GAP inh	HGIII-sPLA2 inh	GC-B act	GC-A act	ARFGAP1 inh	DDE Tn6 FP inh	rCAG binder
CC1(C)Cc2ccccc2-c2c1c(=O)n(Cc1ccccc1)c1nnnn21	0.7	-35	-1.1	8	-1	5	3	-4	-1	0
Cc1cc(C)c(C#N)c(SCC(=O)N2CCCCC2)n1	-0.6	0	0.9	-1	-1	8	2	-1	0	-5
Cc1c(C(=O)N2CCOCC2)[nH]c2c1C(=O)CC(c1ccc(Cl)cc1)C2 (stereo not drawn)	0.0	-7	-0.8	0	-1	5	5	5	11	-8
Cc1cccc(-n2nnc(C(=O)NCc3ccc4c(c3)OCO4)c2N)c1	-0.3	-2	0.3	-1	-4	-1	-15	8	-6	-1
COc1cc(NC(=O)c2cncc(-c3ccc(C#N)cc3)c2)cc(C(=O)Nc2cccc(C(F)(F)F)c2)c1	0.0&-0.6	-11&5	0.3&2.4	-6&3	18&3	-1&0	-3&-4	-5&4	2&-5	10&4
CCOC(=O)C1CCN(C(=O)c2cc3c(=O)n4ccccc4nc3n2C)CC1	78*	i	1.6	10	17	6	4	10	-9	0
CCOC(=O)C1C(=O)C=C(c2ccc(OC)cc2)CC1c1ccco1 (stereo not drawn)	-0.5	-40	1.1	-17	-7	-3	-3	5	2	5
c1ccc(Oc2cccc3cccnc23)nc1	-0.6	-1	0.8	-9	1	-11	-3	-5	1	2
Cc1cccc(C2c3[nH]c4ccccc4c3CCN2C(=O)c2cc(C(C)C)nc(N)n2)n1 (stereo not drawn)	0.1	9	-0.7	5	-24	-8	-4	-12	6	-3
CC1CCc2c(sc(NC(=O)COC(=O)c3ccc(O)cc3)c2C#N)C1 (stereo not drawn)	0.0	12	3.8	4	-19	0	-3	0	-3	39*
COC(=O)C1C(c2ccc(N(C)C)cc2)C(C(=O)OC)S(=O)(=O)CS1(=O)=O (stereo not drawn)	-0.3	4	0.2	5	-5	-6	2	-3	2	7
COc1ccc(/C=N/NC(=O)c2c(C)nnn2-c2nonc2N)cc1OC	-0.3	-6	0.2	3	-4	-1	0	-6	5	-4
Cn1c(=O)c2c(SCC(=O)Nc3nccs3)nc(C3CC3)nc2n(C)c1=O	0.1	-1	1.6	-11	-4	5	4	-7	-2	2
O=C(O)CN1C(=O)/C(=C/c2ccccc2Br)Oc2ccccc21	10	-229	2.8	2	-18	2	2	-5	-9	34
COc1ccc(/C=N/n2cnc3c([nH]c4ccc(Br)cc43)c2=O)cc1CN1CCOCC1	0.1	2	.	1	5	4	-5	4	-3	1
COc1ccc(Nc2nc(Cl)nc(N3CCN(c4ccc(OC)cc4)CC3)n2)cc1	0.8	6	.	-8	2	1	0	7	10	-5
COc1ccc(-c2cc(C(F)(F)F)nc(-n3cc(Br)cn3)n2)cc1	-0.1	-104	4.1	-4	3	5	9	14	-2	-2
Cc1ccc(-c2c(C#N)c(N)n3c(nc4ccccc43)c2C#N)cc1	0.7	-17	-0.8	-5	-2	12	23	8	1	21
COc1ccc(NC(=O)[C@H](COCc2ccccc2)NC(=O)OC(C)(C)C)cc1	0.9	2	0.6	4	-12	0	0	-2	-7	-5
CCC1CCCCN1C(=O)CSc1nc2c(cnn2-c2ccc(C)cc2)c(=O)[nH]1 (stereo not drawn)	0.0	-4	1.9	5	-3	5	0	11	5	5
Cc1ccccc1CCNC(=O)C1CCC(=O)N(Cc2ccc(Cl)cc2)C1 (stereo not drawn)	0.7	-10	-1.6	4	1	-1	-2	-3	6	-5
CN(C)CCN(C(=O)CN1C(=O)c2ccccc2C1=O)c1nc2cc3c(cc2s1)OCO3	0.0	-4	0.7	2	2	-1	2	-6	4	-1
COc1cc(O)c(C(CC(=O)N2CCCC(C)C2)c2ccccc2)c(OC)c1 (stereo not drawn)	.	-5	.	.	-8	-22	-24	.	-1	.
COc1ccccc1NS(=O)(=O)c1cccc(C(=O)N2CCN(C/C=C/c3ccccc3)CC2)c1	-0.7	-3	-2.1	-1	-20	-4	1	17	-2	-6
O=S(=O)(c1ccccc1)N1CCN(Cc2nnc(-c3ccccc3)o2)CC1	-0.1	-11	-0.1	-3	11	4	2	1	-1	2

Other entries follow:
SMILES	KLK7 zymogen act	ADAM10 inh	GAA850 FXN act	ASAP1 GAP inh	HGIII-sPLA2 inh	GC-B act	GC-A act	ARFGAP1 inh	DDE Tn6 FP inh	rCAG binder
COc1ccc(OC)c(NC(=O)CSc2ncccn2)c1	-0.3	-2	0.0	-6	0	1	-1	5	-1	-2
Nc1ccn(CC(=O)NCc2ccccc2)c(=O)n1	0.3	-3	2.8	1	8	6	1	8	5	2
COc1ccc(-c2cc(-c3nnc(SCC(=O)Nc4cccc(Cl)c4C)n3N)[nH]n2)cc1	-0.2	-8	.	.	10	-17	-23	.	-7	13
CCOc1ccccc1N(CC(=O)NC1CCCCC1)S(C)(=O)=O	0.5	-2	-2.1	-2	-4	-1	-2	11	4	-5
CC1CC(C)CN(C(=O)C2CCCN(S(=O)(=O)c3cnc[nH]3)C2)C1 (stereo not drawn)	0.2	2	1.0	5	-5	6	4	-6	3	-3
COc1ccc(C2CCCCCN2C(=O)C2CCN(S(=O)(=O)c3ccc(C)cc3)CC2)cc1 (stereo not drawn)	0.3	0	0.7	7	2	2	-1	-8	9	3
Cc1ccc(-n2nc(C)c3c(C)c(CCC(=O)Nc4ccc(CN5CCCC5)cc4)c(C)nc32)cc1	-4.3	-89	4.4	1	-5	-10	-6	11	0	0
Cn1ncc(Cl)c1C(=O)N1CCN(c2ccc(F)cc2)CC1	0.3	-7	1.4	-1	6	-1	0	2	7	-6
O=C(NCC1CCCO1)c1ccc([N+](=O)[O-])s1 (stereo not drawn)	1.3	2	1.6	6	3	2	-5	13	-6	36*
O=S(=O)(NCc1cccs1)NCc1ccccc1F	-0.7	12	-1.9	0	4	7	4	-1	-2	4
Cc1ccc(C)c(S(=O)(=O)N2CCN(C(=O)Nc3ccccc3)CC2)c1	-0.5	-6	1.4	4	-7	0	-1	-15	5	-4
O=C(COc1ccccc1[N+](=O)[O-])N/N=C/c1ccncc1	-0.8	8	-0.5	-10	0	1	-3	-11	-1	0
COc1ccc(NC(=S)NC(=O)C2CCC2)cc1	-0.2	0	0.9	-2	11	1	3	-4	4	-5
CCOC(=O)C(=CNNc1ccccc1)C(=O)OCC	0.0	-5	-0.2	-3	-7	11	-4	0	-10	-2
CC(C)C1Oc2ccccc2N(CC(=O)N2CCOCC2)C1=O (stereo not drawn)	-0.4	-4	0.2	-1	11	5	-1	-11	3	-2
O=C1C(Cc2ccccc2)Nc2ncnc(N3CCOCC3)c2N1Cc1ccc(Br)cc1 (stereo not drawn)	0.3	-7	-0.6	1	-4	-11	-4	0	-4	6
CCOc1ccc(C2NC(=O)NC(C)=C2C(=O)OC)cc1C (stereo not drawn)	-0.2	-2	-0.4	3	7	-4	-5	15	-8	2
CCOC(=O)CNC(=O)CSc1nc2cccnc2n1Cc1ccccc1	-0.9	3	1.4	-16	-2	10	8	-2	-6	-3
CN1CCN(c2ncnc3c2ncn3[C@H]2CN(Cc3ccc(Cl)cc3)C[C@@H](CO)O2)CC1	0.4	2	0.4	0	-2	5	5	-2	-8	1
COc1ccc(-c2ccc(=O)n(CC(=O)NCC3COCCO3)n2)cc1 (stereo not drawn)	-0.8	-23	1.1	-13	1	9	2	4	-2	-4
Cc1ccc(/C=C/C(=O)N2CCCC(C)C2)cc1 (stereo not drawn)	-0.6	-7	1.6	-4	2	-7	3	5	9	-3
C(=N\Nc1nncc2ccccc12)/c1cccnc1	0.4	-13	.	.	0	0	0	.	0	2
C[N+](C)(CC#Cc1ccccc1)CC(=O)c1ccccc1	0.7	-7	2.0	-6	2	3	3	0	4	3
COCCn1c(SCC(=O)Nc2c(C)n(C)n(-c3ccccc3)c2=O)nnc1-c1ccncc1	0.0	0	-0.5	5	-1	4	0	1	-12	1
COc1ccc(CNC(=O)COC(=O)c2ccc(OCc3c(C)noc3C)cc2)cc1OC	-0.1	15	1.4	-9	-6	3	3	1	6	-3

Limited to ARFGAP1 inh, for three of the compounds above:
| SMILES | ARFGAP1 inh |
| --- | --- |
| O=S(=O)(NCc1cccs1)NCc1ccccc1F | -1 |
| Cc1ccc(C)c(S(=O)(=O)N2CCN(C(=O)Nc3ccccc3)CC2)c1 | -15 |
| O=C(COc1ccccc1[N+](=O)[O-])N/N=C/c1ccncc1 | -11 |

More results.
SMILES	KLK7 zymogen act	ADAM10 inh	GAA850 FXN act	ASAP1 GAP inh	HGIII-sPLA2 inh	GC-B act	GC-A act	ARFGAP1 inh	DDE Tn6 FP inh	rCAG binder
COc1cc(/C=C/C(=O)O)ccc1OCc1ccc([N+](=O)[O-])cc1	0.7	1	3.2	-16	2	-3	-4	-8	-1	0
Cc1cccn2cc(CNc3ccccc3)nc12	0.1	-6	4.0	2	-2	-4	-5	1	-6	-1
O=c1c2ccccc2n(Cc2ccno2)n1[C@@H](Cc1ccccc1)Cn1cc(C2CCCC2)nn1	0.4	-350	.	.	5	-7	-8	.	0	6
Cc1ccc(C2C(C(=O)c3cc4ccccc4o3)=C(O)C(=O)N2CCN2CCOCC2)cc1 (stereo not drawn)	0.4	-9	2.0	4	-9	-4	7	-8	-2	14
C#CC[N+](C)(C)CCCCCCCCC	0.2	-7	0.5	3	-3	-1	4	3	-3	0
COC(=O)Cn1ccc2cc(S(=O)(=O)N3CCCCCC3)ccc21	-0.3	-7	-0.4	0	3	1	0	4	-10	0
Cc1noc(C)c1C(=O)N1CCC1(C)C(=O)NS(=O)(=O)c1cccc(F)c1 (stereo not drawn)	0.0	-9	0.0	-12	9	5	5	8	-7	0
O=C(Cn1cccc1C(=O)c1ccccc1)NCCC1=CCCCC1	-0.3	9	-0.8	2	-6	-8	-9	-1	0	-7
CCOC(=O)C1CCN(C(=O)c2cc3cc(Br)ccc3oc2=O)CC1	-0.6	-2	2.4	-16	2	6	1	6	-4	-4
CC(C(=O)NC1CCCc2ccccc21)N1CCN(Cc2ccc3c(c2)OCO3)CC1 (stereo not drawn)	0.3	4	-2.1	-8	-5	-1	-3	-6	-5	1
Cc1sc2nc(CSc3nnnn3-c3ccc(Cl)cc3)[nH]c(=O)c2c1C	-1.0	-16	0.8	11	-6	-5	-6	-4	3	11
O=[N+]([O-])c1cccnc1N1CCC(c2cc(-c3ccc(Cl)cc3)n[nH]2)CC1	0.3	30*	2.3	3	-30	-9	33	18	-4	3
N#Cc1ccc(NC(=O)C2=COCCO2)cc1	0.3	-9	3.5	-3	-3	3	0	6	6	1
CCOc1cc(/C=N/NC(=O)c2ccc(N(C)S(=O)(=O)c3ccccc3)cc2)ccc1OC	-1.3	-5	0.5	9	1	-3	-1	-2	-13	7
COC(=O)c1ccccc1OC(=O)c1cc2ccccc2oc1=O	-17	-122	2.7	5	3	-2	-4	5	0	-2
